TLR4-MyD88 BLA: inhibitors of TLR4-MyD88 association in cells, primary screen, cell-based, HeLa CL3-4, BLA complementation, FRET ratio. Toll-like receptor 4 (Homo sapiens) + Myeloid differentiation primary response protein …. HeLa CL3-4 TLR4/MyD88 BLA complementation. inhibition, % at 8.4 µM. hit rate 0.18% among 200,000; in the data active = inhibition above about 25%;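 also: 0% = vehicle and 100% = reference inhibitor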
bIAP inh: bovine intestinal alkaline phosphatase inhibitors, primary screen, selectivity assay for TNAP inhibitor project, biochemical, bovine IAP, CDP-star luminescence; purified bovine IAP, 30 min; alkaline phosphatase, intestinal [Bos taurus]; 190,000 tested, under 10 active; inhibition, % at 20 µM;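 active = over 50% inhibition of intestinal alkaline phosphatase at 20 µM in the single-dose screen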
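Assay system – bovine IAP enzyme · Quantity – bovine IAP at 1/65,000,000 final dilution · Detection – CDP-star luminescence signal · Times – 30 min reaction at room temperature · Also added – CDP-star substrate at 30 µM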
L major viab: Leishmania major promastigote growth inhibition, primary screen | Leishmania major promastigotes, resazurin fluorescence viability | AID 1063, 2008 | inhibition, % at 10 µM | hit rate 9% among 200,000; in the data active = inhibition above about 50%;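 also: promastigotes grown with compound for 44 hours at 28 °C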
ROMK mod: ROMK potassium channel modulators, primary screen, cell-based, thallium flux, MLSMR library; ATP-sensitive inward rectifier potassium channel 1 (Homo sapiens), P48048; Tet-inducible ROMK, thallium flux fluorescence; actives lie on both sides; B-score at 10 µM; hit rate 2% among 130,000; AID 1918, 2009;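 active = signal ratio slope over the read window, or its plate-corrected B-score, at least 3 SD from the plate mean, either direction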;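 also: B-score of the F/F0 ratio slope over 7 to 12 s after thallium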
Target sequence (P48048 whole entry, looked up): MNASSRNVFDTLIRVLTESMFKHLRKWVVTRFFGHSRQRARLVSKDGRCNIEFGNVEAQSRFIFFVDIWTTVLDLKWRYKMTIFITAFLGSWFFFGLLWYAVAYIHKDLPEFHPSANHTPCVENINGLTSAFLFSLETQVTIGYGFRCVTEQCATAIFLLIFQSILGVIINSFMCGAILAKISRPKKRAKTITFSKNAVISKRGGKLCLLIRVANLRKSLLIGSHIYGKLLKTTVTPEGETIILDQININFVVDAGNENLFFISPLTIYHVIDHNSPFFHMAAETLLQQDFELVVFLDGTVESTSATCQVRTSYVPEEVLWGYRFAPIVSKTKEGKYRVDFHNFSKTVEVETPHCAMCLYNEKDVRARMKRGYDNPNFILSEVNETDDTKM
bIAP activator: bovine intestinal alkaline phosphatase activators, primary screen, biochemical, bovine IAP, CDP-star luminescence; hit rate 0.17% among 200,000; alkaline phosphatase, intestinal [Bos taurus]; purified bovine IAP, 30 min; stronger effect = higher value; fold of DMSO-control signal, blank-subtracted; activation factor at 20 µM;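 active = activation factor of 2 or more at 20 µM, a signal rise over negative controls twice the positive control's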
SRC2 TRFRET art: TR-FRET signal artefacts, primary screen, artefact control for PPARgamma SRC-2 agonist project, biochemical; TR-FRET artefact counter-screen; stronger effect = higher value; TR-FRET ratio at 8 µM; hit rate 0.4% among 200,000; in the data active = TR-FRET ratio above about 2000; also: inactives centre near 1500
DTT redox prof: compounds producing H2O2 with reducing agent – biochemical, NIH compound library profiling, artefact control for MLSCN library redox annotation, primary screen; DTT-dependent redox cycling H2O2, phenol red/HRP absorbance; 100% = 100 µM peroxide control, 0% = buffer; activation, % at 10 µM; hit rate 0.03% among 200,000; AID 878, 2007;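 active = activation of at least 50% relative to the plate's high and low controls in the primary single-dose screen; inactive = activation below 50%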;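 also: compound incubated with DTT at 0.8 mM final as the reducing agent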
PPARg SRC1 recr: PPARgamma agonists recruiting SRC-1 coactivator, primary screen, biochemical; Peroxisome proliferator-activated receptor gamma (Homo sapiens), P37231; PPARgamma-SRC-1 coactivator recruitment biochemical assay; activation, % at 8 µM; hit rate 0.41% among 200,000; AID 631, 2007; in the data active = activation above about 19%;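 also: 0% = DMSO and 100% = reference agonist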
Target sequence (P37231 whole entry, looked up): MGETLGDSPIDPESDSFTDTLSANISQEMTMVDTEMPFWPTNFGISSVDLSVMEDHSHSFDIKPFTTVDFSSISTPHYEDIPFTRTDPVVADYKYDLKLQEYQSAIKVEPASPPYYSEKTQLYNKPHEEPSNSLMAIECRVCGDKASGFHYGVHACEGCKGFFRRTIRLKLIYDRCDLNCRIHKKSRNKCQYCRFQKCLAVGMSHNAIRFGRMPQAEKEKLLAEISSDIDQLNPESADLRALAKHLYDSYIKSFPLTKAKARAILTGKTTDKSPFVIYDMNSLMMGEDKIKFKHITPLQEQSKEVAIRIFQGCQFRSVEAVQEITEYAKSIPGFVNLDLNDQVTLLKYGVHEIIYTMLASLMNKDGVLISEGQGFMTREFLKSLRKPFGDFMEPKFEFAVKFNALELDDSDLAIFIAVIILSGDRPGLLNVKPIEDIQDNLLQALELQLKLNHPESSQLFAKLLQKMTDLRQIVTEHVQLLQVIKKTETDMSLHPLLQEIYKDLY
PPARg SRC3 recr: PPARgamma agonists recruiting SRC-3 coactivator, primary screen, biochemical. biochemical PPARgamma/SRC-3 coactivator recruitment assay. activation, % at 8 µM. hit rate 0.26% among 200,000. Peroxisome proliferator-activated receptor gamma (Homo sapiens), P37231; in the data active = activation above about 23%;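 also: 0% = DMSO and 100% = reference agonist; some compounds past the cut are filed as inactive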
PPARg SRC-2 ag: agonists of PPARg-SRC-2 recruitment, primary screen, biochemical, HTS; Peroxisome proliferator-activated receptor gamma (Homo sapiens), P37231; PPARgamma LBD-SRC-2 recruitment; hit rate 0.34% among 200,000; AID 1032, 2008; activation, % at 8 µM; in the data active = activation above about 22%;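 also: 0% = vehicle and 100% = reference agonist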
S1P3 antagonist: S1P3 receptor antagonists, primary screen, cell-based; Sphingosine 1-phosphate receptor 3 (Homo sapiens), Q99500; CHO S1P3 NFAT-BLA reporter, FRET fluorescence, antagonist mode; inhibition, % at 4.98 µM; hit rate 0.27% among 170,000;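 active = inhibition above the plate cutoff, the mean inhibition of test wells on that plate plus 3 SD, cut at about 28% in these data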;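 also: cells challenged with S1P at its EC80 of 0.8 µM; blue over green emission ratio from cleaved BLA substrate after 4 h stimulation; 0% = S1P-stimulated wells and 100% = unstimulated DMSO-only wells; some compounds past the cut are filed as inactive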
* = called active by the depositor; / = no result given.

Molecule	TLR4-MyD88 BLA	bIAP inh	L major viab	ROMK mod	bIAP activator	SRC2 TRFRET art	DTT redox prof	PPARg SRC1 recr	PPARg SRC3 recr	PPARg SRC-2 ag	S1P3 antagonist
CN1CCN(C(=O)CCc2ccc(S(=O)(=O)NC3CCCCC3)cc2)CC1	0.8	-3.7	3.8	1.31	1	1580	-0.4	6.4	2.0	-0.3	-15.3
O=C(CCCCCNC(=O)c1ccccc1)N/N=C/c1ccccc1O	8.3	-5.7	17.1	0.172	1.1	1503	-0.2	-3.0	-0.5	-4.0	2.7
CCn1cc(Br)c(C(=O)NCc2ccco2)n1	-5.4	2.4	-6.2	1.84	1	1485	-0.1	1.2	14.4	16.9	-0.1
COc1ccc(C(C)C)cc1S(=O)(=O)n1cnc(C)c1	-4.6	1.5	-3.3	1.14	1	1441	0.1	0.1	-4.5	13.1	/
O=C(Cc1ccccc1F)Nc1cccc2cccnc12	-15.1	33.7	-2.0	/	0.7	1598	-0.3	6.0	3.3	10.5	-0.6
COc1ccc(CCNC(=O)Cn2cnc3c(nnn3Cc3ccccc3F)c2=O)cc1OC	-8.5	3.3	2.6	/	1	1509	2.5	5.4	-7.2	6.1	-23.5
CC(C)N=c1scc(-c2cccs2)n1/N=C/c1ccc(O)c(O)c1O	-12.6	20.3	-2.4	0.913	0.8	1374	1.3	-0.2	2.2	-0.3	-1.7
CCNC(=S)N(Cc1ccc2c(c1)OCO2)C1CC(=O)N(c2ccc(OC)cc2)C1=O (stereo not drawn)	8.2	1.8	3.4	/	1	1514	-1.0	8.1	-11.5	5.6	/
O=C(N1CCOCC1)C1(c2ccccc2)CCCCC1	2.5	13.8	-0.1	/	0.9	1735	0.8	2.3	0.3	13.9	-1.8
Cc1nn(-c2ccccc2)c(N)c1C(O)(CSc1nccn1C)C(F)(F)F (stereo not drawn)	5.7	-10.3	-6.5	-1.86	1.1	1485	-0.1	2.8	0.8	5.5	/
COC(=O)c1ccc(-c2ccc(/C=N/N3C(=O)C4C5C=CC(CC5)C4C3=O)o2)cc1 (stereo not drawn)	-14.9	-11.6	15.7	-0.21	1.1	1411	-1.5	-6.1	-0.1	0.9	-17.1
C=CCN1C(c2ccccc2)=CS/C1=C(/C#N)c1nnc(N2CCOCC2)n1-c1ccccc1	-14.7	3.7	73.7*	/	1	1605	0.0	-7.2	0.0	-8.9	-2.7
CCN(CCNC(=O)CC1Oc2ccccc2NC1=O)c1ccccc1 (stereo not drawn)	8.7	11.6	1.9	/	0.9	1669	-1.6	3.1	13.4	2.4	-9.0
CC(=O)c1cccc(NC(=O)C2CC(=O)N(Cc3ccccc3)C2)c1 (stereo not drawn)	11.3	10.2	17.5	-0.0698	0.9	1424	0.1	-5.2	7.4	-0.2	/
CCn1cc([N+](=O)[O-])c(C(=O)NCc2ccc(Cl)cc2)n1	-15.8	8.0	-5.8	/	0.9	1453	-0.7	4.5	0.4	3.8	-36.2
C=CCN(C#N)c1nc(OC)nc(N2CCCC2)n1	13.2	8.5	1.8	/	0.9	1548	0.0	2.1	0.8	4.9	/
CCn1c(SCC(=O)N2CCCCC2)nc(O)cc1=O	-1.4	-5.0	-7.8	/	1.1	1737	-3.3	5.0	-8.4	7.8	/
Cc1occc1C(=O)NN=C1C2CC3CC(C2)CC1C3	-0.5	14.1	-2.1	-0.181	0.9	1214	0.6	-6.8	2.6	-8.4	/
O=C(Nc1cccc(-c2nc3ccccc3[nH]2)c1)c1ccco1	-11.2	18.6	35.2	0.0146	0.8	1323	-1.6	9.0	2.3	1.2	10.4
Clc1ccc2c(NNc3ccccc3Cl)ccnc2c1	2.5	26.1	-2.6	-0.073	0.7	1548	-3.2	-4.2	4.0	1.9	/

Reformatted with values under each structure: 3 of the compounds above
Under each structure – TLR4-MyD88 BLA	bIAP inh	L major viab	ROMK mod	bIAP activator	SRC2 TRFRET art	DTT redox prof	PPARg SRC1 recr	PPARg SRC3 recr	PPARg SRC-2 ag	S1P3 antagonist
CCN(CCNC(=O)CC1Oc2ccccc2NC1=O)c1ccccc1 (stereo not drawn)
 : 8.7	11.6	1.9	/	0.9	1669	-1.6	3.1	13.4	2.4	-9.0
CC(=O)c1cccc(NC(=O)C2CC(=O)N(Cc3ccccc3)C2)c1 (stereo not drawn)
 : 11.3	10.2	17.5	-0.0698	0.9	1424	0.1	-5.2	7.4	-0.2	/
CCn1cc([N+](=O)[O-])c(C(=O)NCc2ccc(Cl)cc2)n1
 : -15.8	8.0	-5.8	/	0.9	1453	-0.7	4.5	0.4	3.8	-36.2

Continuation.
Molecule	TLR4-MyD88 BLA	bIAP inh	L major viab	ROMK mod	bIAP activator	SRC2 TRFRET art	DTT redox prof	PPARg SRC1 recr	PPARg SRC3 recr	PPARg SRC-2 ag	S1P3 antagonist
CCOC(=O)c1ccc(CC2S/C(=C(\C#N)C(C)=O)NC2=O)cc1 (stereo not drawn)	-7.1	6.4	-8.6	0.708	0.9	1486	0.0	-2.8	2.6	0.4	/
Cc1ccc(C)c(N2CCN(C(=O)C3CCN(c4nc(C)cc(C)n4)CC3)CC2)c1	-4.2	-12.4	-4.3	/	1.1	1361	2.5	1.5	-11.1	-3.7	-0.8
O=C(c1cccc(Br)c1)N1CCN(S(=O)(=O)N2CCOCC2)CC1	-1.9	-12.4	-1.4	0.694	1.1	1576	-0.2	-8.0	7.0	-1.2	9.5
Cc1cc(C)n(-c2cc(Oc3ccccc3)ncn2)n1	-8.9	10.3	-6.5	-1.19	0.9	1809	0.4	2.8	9.4	5.8	/
Cc1ccc(NC(=O)/C=C\C(=O)O)c([N+](=O)[O-])c1	-5.5	9.9	-4.6	/	0.9	1548	0.1	-11.3	-2.5	-7.3	-7.8
COc1ccc(C2CCN(CC(=O)N(C)C)CC2O)cc1 (stereo not drawn)	5.7	-4.7	-5.0	0.377	1	1728	0.2	-2.0	4.1	1.2	-5.6
Cc1cc(C)cc(C(=O)NCC(=O)OCC(=O)Nc2ccc(C)cc2Br)c1	14.7	24.9	-6.8	/	0.8	1616	0.6	0.1	-0.9	0.4	-3.6
COc1ccccc1N1CCN(C(=O)c2ccncc2)CC1	-3.4	3.3	4.8	/	1	1422	2.1	3.3	-11.3	-3.6	-5.4
Cc1c(Cl)cccc1NC(=S)N1CCOCC1	-7.5	18.4	-5.7	0.125	0.8	1454	-0.3	-1.0	0.8	-4.1	0.4
COc1ccc(/C=C/C(=O)O/N=C(\N)c2ccccc2)cc1OC	15.4	13.8	3.9	/	0.9	1554	0.3	-2.7	2.0	6.9	13.1
O=C(CC(=O)c1ccccc1)Nc1ccc2c(c1)OCCO2	-2.7	2.3	1.1	/	1	1533	2.6	-7.0	-4.0	0.4	9.6
CC(C)OC(=O)c1c(NC(=O)c2cnn3c2NC(c2ccccc2)CC3C(F)(F)F)sc2c1CCCC2 (stereo not drawn)	-2.6	1.8	0.6	-0.0583	1	1452	0.6	-1.4	2.0	-1.6	/
Cc1cc(C)n(-c2nc3c(c(=O)[nH]c(=O)n3C)n2Cc2ccccc2)n1	-18.3	-0.6	2.8	/	1	1544	3.0	-1.7	-0.8	2.9	0.4
COc1ccc2c(C)cc(SCC(=O)Nc3cccnc3Cl)nc2c1	7.0	-19.7	0.9	-0.0332	1.2	1708	0.2	5.7	1.2	-7.9	-6.0
O=C(CSc1nnc(-c2ccncc2)n1Cc1ccco1)N1c2ccccc2Sc2ccc(Cl)cc21	-6.3	13.7	10.7	/	0.9	1708	2.3	1.0	-2.7	2.7	/
Cn1c(=O)[nH]c(=O)c2c1nc(N1CCN(c3cccc(Cl)c3)CC1)n2CCCc1ccccc1	-10.4	8.3	-5.9	-0.587	0.9	1521	-0.1	-4.5	-2.6	3.9	/
COC(=O)CSc1nnc(-c2ccco2)n1Cc1ccco1	-11.8	1.7	-4.5	0.381	1	1412	-1.4	3.9	4.4	3.3	4.1
COC(=O)CN1CCN(C(c2ccccc2)c2ccccc2)CC1	6.9	8.4	-2.1	0.0175	0.9	1588	1.8	3.6	2.1	2.2	24.9
Cc1cccc(N(CC(=O)NC2CCCC2)C(=O)CS(=O)CC(=O)Nc2ccc3c(c2)OCO3)c1 (stereo not drawn)	15.1	-3.9	-9.1	-1.2	1	1614	-0.1	-1.5	-2.9	2.4	/
CC1CCCN(C(=O)COC(=O)c2ccc[nH]c2=O)C1 (stereo not drawn)	1.6	2.8	-6.0	0.666	1	1554	0.6	3.7	1.6	1.7	/

New compounds follow
Molecule	TLR4-MyD88 BLA	bIAP inh	L major viab	ROMK mod	bIAP activator	SRC2 TRFRET art	DTT redox prof	PPARg SRC1 recr	PPARg SRC3 recr	PPARg SRC-2 ag	S1P3 antagonist
CN1CCN(c2cc(-c3ccccc3)nc3cc(-c4ccc(F)cc4)nn23)CC1	-1.3	12.8	100.1*	-0.419	0.9	1531	0.2	10.2	5.8	7.3	/
O=C1C(Cl)=C(NCCc2ccccc2)C(=O)N1CCc1ccccc1	1.5	9.7	-7.2	0.14	0.9	1525	1.6	4.6	0.6	-6.1	/
O=[N+]([O-])c1ccccc1SN(Cc1ccccc1)c1ccccn1	0.7	2.7	2.5	/	1	1462	1.5	10.3	1.6	6.5	10.2
O=C(Nc1nc(-c2cccs2)c(-c2cccs2)s1)C1(c2ccccc2)CC1	8.2	7.8	14.5	/	0.9	1658	1.0	3.0	1.0	-0.5	-16.4
CCC1(c2ccc(Cl)cc2)NC(=S)N(c2ccccc2)N1 (stereo not drawn)	-3.7	15.4	-6.4	/	0.8	1676	0.0	4.4	2.5	8.6	2.0
CCC1CCCCN1CCCNC(=O)c1cn(CC(C)C)c(=O)c2cc(OC)c(OC)cc12 (stereo not drawn)	2.2	-29.3	32.7	1.34	1.3	1559	0.1	9.3	8.2	5.0	/
CCN1C(=O)/C(=C/c2ccc(C)s2)NC1=S	-4.4	31.3	0.3	4.64*	0.7	1322	0.1	2.3	3.3	-0.6	/
COc1ccc(C2c3c(oc4ccccc4c3=O)C(=O)N2c2ccc(C)cn2)cc1OC (stereo not drawn)	5.3	-0.2	15.0	/	1	1515	-0.2	-6.7	1.4	7.1	-0.8
O=C(/C(=N/N=C/c1ccc(O)c(O)c1O)c1ccccc1)c1ccccc1	-3.4	-0.2	-6.2	-0.168	1	1476	0.1	2.1	3.4	3.8	-17.0
CCCn1nnnc1-c1cccc(Cl)c1	-1.3	6.5	-3.7	/	0.9	1577	-3.7	-3.4	10.7	5.9	/
COc1ccc(CCN=C(N)Nc2nc(C)cc(C)n2)cc1	1.5	21.3	95.2*	-0.43	0.8	1538	-0.9	2.5	-0.2	3.4	1.6
CC1CCCC(NC(=O)C2CCN(S(=O)(=O)N3CCCCCC3)CC2)C1C (stereo not drawn)	-4.0	5.3	9.9	-1.07	0.9	1526	0.0	0.5	2.7	4.3	7.5

Source: PubChem
